ADAM10 inh = human ADAM10 inhibitors, primary screen, biochemical, QFRET, HTS | Disintegrin and metalloproteinase domain-containing protein 10 (Homo sapiens), O14672 | recombinant ADAM10, EDANS/DABCYL FRET peptide cleavage, 3 h | inhibition, % at 7 µM | 370,000 compounds, 0.62% hits | AID 720582, 2013;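 active = inhibition above a per-campaign cutoff equal to the mean of compounds falling between control-based bounds plus 3 SD, cut at about 20% in these data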;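 note: 0% = DMSO wells while the 100% control is not disclosed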
PLC-beta3 inh = human PLC-beta3 inhibitors, primary screen, biochemical, fluorescence. 370,000 compounds, 0.18% hits. 1-phosphatidylinositol 4,5-bisphosphate phosphodiesterase beta-3 (Homo sapiens), Q01970. inhibition, % at 12.2 µM. Purified PLC-beta3, fluorogenic substrate; in the data active = inhibition above about 11%;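 note: 0% = median of compound wells on plate and 100% = full blocker control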
TDP2 absorb = human TDP2 enzyme inhibitors, primary screen, biochemical, epi absorbance, recombinant enzyme. T5PNP hydrolysis, p-nitrophenol absorbance 415 nm. inhibition, % at 12.8 µM. 370,000 compounds, 0.34% hits. AID 720702, 2013;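 active = inhibition above the mean of all tested compounds plus 3 SD, set per campaign, cut at about 25% in these data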;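 note: 0% = DMSO with enzyme and 100% = buffer with substrate but no TDP2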
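System: recombinant human TDP2 / Amount: 120 nM TDP2 per well / Also added: 5 mM T5PNP chromogenic substrate / Doses: 12.8 µM single point, 1% DMSO / Incubation: 2 h at 37 °C / Detection: p-Nitrophenol epi absorbance / Evaluation: % inhibition relative to enzyme-containing and enzyme-free wells / Repeats: singlicate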
ARFGAP1 inhibitor = inhibitors of rat ARFGAP1 GAP activity, primary screen, biochemical, fluorescence polarization, GDP tracer; 360,000 compounds, 0.26% hits; Arfgap1-stimulated ARF1 GTP hydrolysis, GDP FP detection; AID 651572, 2012; inhibition, % at 16.5 µM; ADP-ribosylation factor GTPase-activating protein 1 (Rattus norvegicus), Q62848;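 active = inhibition above a per-plate limit, mean inhibition of low control wells plus 3 SD, cut at about 25% in these data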;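 note: 0% = DMSO wells with enzyme and 100% = wells lacking Arfgap1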
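system = rat Arfgap1 catalytic domain, aa 1-136 | technique = FP, GDP Alexa 633 tracer displaced from anti-GDP antibody, 620/688 nm | compound = one concentration, 16.5 µM, DMSO 1.26% | medium = HEPES-based buffer, pH 7.5 | timing = compound-enzyme preincubation 20 min, reaction 120 min, detection 60 min, 25 °C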
DDE Tn7 FP inh = inhibitors of Tn7 peptide binding to fibrin DD(E), primary screen, biochemical, fluorescence polarization, human fibrin, Tn7 probe; inhibition, % at 8.3 µM; 370,000 compounds, 0.13% hits; Fibrinogen beta chain (Homo sapiens), P02675; FP displacement of FITC-Tn7 peptide from fibrin DD(E); 0% = median of compound wells per plate;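 active = inhibition above the mean of compounds falling within the control limits plus 3 SD of them, cut at about 14% in these data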;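 note: 0% = plate median of compound wells and 100% = 10 µM Aha-Tn7 peptide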
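Assay system: human fibrin DD(E) protein / Input: 2 µM fibrin DD(E) / Benchmarks: high control of 10 µM Aha-Tn7 peptide / Measured by: fluorescence polarization of the labelled Tn7 tracer / Medium: Tris buffer with calcium and detergent, pH 7.8 / Timing: 10 min compound pre-incubation, 3 h probe incubation at room temperature / Repeats: one replicate per compound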
ASAP1 inh = inhibitors of human ASAP1 ArfGAP activity, primary screen, biochemical, fluorescence polarization; 360,000 compounds, 0.19% hits; Arf-GAP with SH3 domain, ANK repeat and PH domain-containing protein 1 (Homo sapiens), …; ASAP1-stimulated ARF1 GTP hydrolysis, GDP FP detection; inhibition, % at 16.5 µM; in the data active = inhibition above about 25%;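 note: 0% = vehicle with enzyme and substrate and 100% = no enzyme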
Target sequence (Q9ULH1 325-724 limits assumed): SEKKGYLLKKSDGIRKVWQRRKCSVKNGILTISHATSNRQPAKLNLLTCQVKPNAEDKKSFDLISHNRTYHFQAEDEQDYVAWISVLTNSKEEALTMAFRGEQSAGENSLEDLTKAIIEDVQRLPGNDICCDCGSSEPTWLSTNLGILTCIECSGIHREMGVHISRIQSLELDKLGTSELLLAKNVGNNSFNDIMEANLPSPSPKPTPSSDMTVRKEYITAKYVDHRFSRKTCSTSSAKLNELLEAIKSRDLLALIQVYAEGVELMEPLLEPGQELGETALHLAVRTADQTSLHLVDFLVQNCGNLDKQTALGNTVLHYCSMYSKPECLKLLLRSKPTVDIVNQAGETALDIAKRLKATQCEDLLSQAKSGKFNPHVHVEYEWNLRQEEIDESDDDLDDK
ADAM17 inh = ADAM17 inhibitors, primary screen, biochemical, QFRET | recombinant ADAM17, EDANS/DABCYL FRET peptide cleavage | inhibition, % at 6.95 µM | 370,000 compounds, 0.83% hits | AID 720648, 2013;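 active = inhibition above the mean of compounds lying between control limits plus 3 SD, set per campaign, cut at about 8.5% in these data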;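 note: 0% = DMSO-only wells as the low control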
Target sequence (P78536 215-824 limits assumed): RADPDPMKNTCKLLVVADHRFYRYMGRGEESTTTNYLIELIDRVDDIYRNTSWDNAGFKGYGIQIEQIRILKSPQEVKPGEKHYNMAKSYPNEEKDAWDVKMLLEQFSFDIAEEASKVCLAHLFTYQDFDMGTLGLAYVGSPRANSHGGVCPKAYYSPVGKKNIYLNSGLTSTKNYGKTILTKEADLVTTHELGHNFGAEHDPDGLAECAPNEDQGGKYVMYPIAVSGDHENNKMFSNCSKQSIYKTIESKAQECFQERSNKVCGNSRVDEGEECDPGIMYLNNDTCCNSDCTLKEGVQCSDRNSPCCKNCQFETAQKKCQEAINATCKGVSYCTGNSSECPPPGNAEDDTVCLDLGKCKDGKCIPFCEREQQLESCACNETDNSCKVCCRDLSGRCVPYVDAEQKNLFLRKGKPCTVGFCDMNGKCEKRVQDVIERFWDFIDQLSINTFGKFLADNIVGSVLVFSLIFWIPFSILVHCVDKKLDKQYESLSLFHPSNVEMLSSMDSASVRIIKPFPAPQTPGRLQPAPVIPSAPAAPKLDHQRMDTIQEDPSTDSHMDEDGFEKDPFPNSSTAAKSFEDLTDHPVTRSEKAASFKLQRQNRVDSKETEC
DDE Tn6 FP inh = inhibitors of Tn6 peptide binding to fibrin DD(E), primary screen, biochemical, fluorescence polarization, human fibrin, Tn6 probe; Fibrinogen beta chain (Homo sapiens), P02675; inhibition, % at 8.3 µM; Fibrin DD(E) TRITC-Tn6 fluorescence polarization displacement; 370,000 compounds, 0.21% hits; AID 720509, 2013;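 active = inhibition above a per-campaign cutoff: mean of compounds within control limits plus 3 SD, cut at about 15% in these data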;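 note: 0% = median of all compound wells on the plate and 100% = blocking peptide control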
PLCg1 inh = PLC-gamma1 enzyme inhibitors, primary screen, biochemical, fluorescence, purified enzyme; 1-phosphatidylinositol 4,5-bisphosphate phosphodiesterase gamma-1 (Homo sapiens), P19174; fluorogenic substrate; inhibition, % at 12.2 µM; 370,000 compounds, 0.84% hits; in the data active = inhibition above about 9.5%
SIAE inh = human SIAE inhibitors, primary screen, biochemical, fluorescence polarization, FP-Rh probe, 1536-well HTS; Sialate O-acetylesterase (Homo sapiens), Q9HAT2; 370,000 compounds, 0.69% hits; inhibition, % at 9.66 µM; AID 1053197, 2014; SIAE FP-Rh probe binding;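 active = inhibition above a cutoff: mean of compounds within the control limits plus 3 SD of those, cut at about 17% in these data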;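 note: 0% = plate median of compound wells and 100% = probe without SIAE protein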
An asterisk follows results filed as active; i = inactive.

SMILES	ADAM10 inh	PLC-beta3 inh	TDP2 absorb	ARFGAP1 inhibitor	DDE Tn7 FP inh	ASAP1 inh	ADAM17 inh	DDE Tn6 FP inh	PLCg1 inh	SIAE inh
NS(=O)(=O)c1ccc(CNC(=O)c2ccc(Cl)cc2[N+](=O)[O-])cc1	2	7	-3	11	0	-4	5	10	-2	1
COc1cc2oc(=O)cc(CN3CCN(c4ccc(Cl)c(Cl)c4)CC3)c2cc1Cl	-23	-12	-2	13	-10	3	-9	0	-6	-2
O=C(Nc1cnc2ccccc2c1)N1CCCCC1	-35	-6	-2	5	1	4	-11	-3	-5	-2
O=C(COc1ccc(S(=O)(=O)N2CCOCC2)cc1)Nc1ccccc1Cl	3	4	12	6	-6	-6	4	5	3	10
O=C(N/N=C/c1cccc(F)c1)NC1CCCCC1	2	4	2	4	9	-8	-1	-2	-2	-1
CCOC(=O)c1cc(-c2ccccc2)sc1N	0	-17	-9	5	1	16	-3	-4	-9	-4
CC(C)(C)c1ccc(CC(=O)N2CCC2(C)C(=O)NS(=O)(=O)c2ccc(F)cc2F)cc1 (stereo not given)	-5	2	0	0	-3	-11	-1	-1	-1	-1
CCOc1ccccc1NC(=O)C1CCN(c2ccc(S(=O)(=O)N3CCCC3)cc2)CC1	2	-3	3	7	0	9	-5	-6	-2	-2
Cc1sc(NC(=O)c2ccco2)c(C(c2cccnc2)N2CCN(c3ccc(F)cc3)CC2)c1C (stereo not given)	-6	-12	-1	-3	-5	14	2	-7	-13	8
O=c1c2[nH]c3ccc(F)cc3c2ncn1CCN1CCOCC1	-29	3	-16	-2	2	-10	-8	5	5	0
CCOc1ccc(-c2cn(CCC#N)cn2)cc1	-6	-1	1	-2	-5	-5	-3	3	-4	-1
Cc1nc2ccccc2n1S(=O)(=O)c1ccc(F)cc1	2	-4	19	5	-1	8	0	1	3	3
CCn1c(NCCO)nc2c(c1=O)C(C)(CC)Cc1ccccc1-2 (stereo not given)	i	i	-1	16	7	2	i	0	i	-1
O=C(CCCc1nc(-c2ccc(Cl)cc2)no1)NCC1CCCO1 (stereo not given)	-9	-5	4	0	1	-7	-3	1	-1	3
N/C(=N\OCC(=O)Nc1ccc(F)c(Cl)c1)c1ccccc1	-4	-6	3	6	0	-12	-1	3	0	6
O=C(CCN1C(=O)C2C3C=CC(C4CC34)C2C1=O)Nc1ccc(Cl)cc1O (stereo not given)	3	-5	-3	-2	8	-4	-1	-2	2	-5
c1ccc(-c2nc(-c3ccc(-c4ccon4)s3)no2)cc1	-7	-8	8	-3	1	10	-5	-2	-1	-3
CCOc1cccc(C=NNc2nc(=O)cc(C(=O)OC)s2)c1O	-2	-10	3	-1	6	2	-1	3	-8	-10
CCCCCC(=O)OC(CN1CCCCCC1)CN1CCCC1=O (stereo not given)	5	-5	13	11	-4	-9	0	1	4	3
CC(=O)c1cccc(NC(=O)CNC(=O)c2cc3ccccc3o2)c1	-4	-8	11	10	5	5	-3	2	-2	-1
COc1ccc(CC(=O)NNC2=Nc3cccc4cccc2c34)cc1	-13	-18	-7	9	5	-8	-1	-10	-8	-4
Cc1ccc(NC(=O)C2CCN(C(=O)c3ccc(Cl)cc3)CC2)nc1	0	3	-6	-15	8	-1	-1	1	-2	-2
C=CCN(CC=C)C(=O)Cc1ccc(F)cc1	3	4	14	13	-1	-4	-2	-8	3	10
C=CCn1c(Cc2nc3ccccc3[nH]2)n[nH]c1=S	2	-15	13	0	-2	10	-4	-1	-11	10
COC(=O)CSc1nnc(CNC(=O)c2ccccc2F)n1-c1ccccc1	-1	-6	-12	12	0	5	-5	0	-1	0
CCOC(=O)Nc1c(C(=O)OC)[nH]c2cc(OC)ccc12	-16	-2	-3	-3	7	-1	-8	3	-2	-1
COc1ccccc1N1N=C(C(=O)c2ccccc2)C2C(=O)N(c3ccc(Br)cc3)C(=O)C21 (stereo not given)	-2	-27	-4	4	-1	6	0	0	-18	2
COc1cccc(CN(C)C(=O)C(CCSC)NS(=O)(=O)c2ccc3c(c2)OCCO3)c1OC (stereo not given)	5	2	2	9	-5	13	-2	2	0	-3
C/C(=N\NC(=O)C1CC1)c1ccccc1O	2	-4	7	7	5	2	-2	0	-1	-1
O=C(Nc1nnc([C@H]2C[C@H](O)[C@@H](CO)O2)s1)NC1CCCCC1	-12	-1	4	8	-7	3	-7	-6	1	-5
Cc1ccccc1-c1noc(C2CCCCC2)n1	-8	-1	7	11	-3	1	1	-2	3	0
COc1ccc([N+](=O)[O-])cc1N(CC(=O)NCc1ccco1)S(C)(=O)=O	1	4	-12	-11	-1	-3	1	7	5	9
Cc1c(C(=O)N(C)C2CCCCC2)sc2ncnc(N3CCN(c4ccccc4)CC3)c12	-1	-4	-2	-8	-8	-1	-3	5	2	-6
CCc1cc(C(=O)NNC(=O)CCl)sc1C	-6	2	-10	25*	0	-2	-2	-5	11*	-10
CCN1CCN(CCNC(=O)c2ccc(CS(=O)c3ccc(Cl)cc3)o2)CC1 (stereo not given)	-1	-10	13	3	-3	-5	-2	5	-1	1
COc1ccc(NC(=O)C2CSC3c4ccccc4C(=O)N23)cc1 (stereo not given)	-4	0	-1	2	-3	1	4	4	4	1
O=C1c2[nH]c(=O)[nH]c(=O)c2CN1Cc1ccccc1	-199	-26	4	6	5	-5	-50	1	-19	0
O=C(Nc1cc(Cl)ccc1Cl)N1CCN(C(=O)Nc2cc(Cl)ccc2Cl)CC1	-6	1	-6	11	-10	2	-3	-2	8	-3
O=[N+]([O-])c1ccc2c3n([n+]([O-])c2c1)CCN=C3c1ccc(Cl)cc1	6	-22	7	3	7	2	-6	3	-11	2
CCc1nc2c(OCCOc3ccccc3)cccn2c1N(C)C(=O)c1cccs1	4	0	3	3	-7	4	0	-8	-3	-3
Cc1ccc(Cc2cnc(NC(=O)/C(C#N)=C/c3ccc(-c4ccccc4[N+](=O)[O-])o3)s2)cc1	5	-5	1	-4	-2	-3	-4	-5	0	5
O=C(NCC1CCCN1S(=O)(=O)c1cccs1)c1ccc([N+](=O)[O-])cc1 (stereo not given)	6	-1	-5	12	-3	-8	-1	-11	3	2
O=C(Nc1cc(Cl)cc(Cl)c1)c1cccc(OC(F)F)c1	27*	-1	-2	2	6	0	12*	-8	0	-62
COc1cc(OC)cc(C(=O)N[C@H](C(=O)OCC(=O)N2CCN(S(=O)(=O)c3ccc(C)cc3)CC2)C(C)C)c1	-14	-10	0	4	1	1	-1	-7	3	9
COc1ccccc1-c1cccc([C@@H]2C[C@H]3[C@H](CON3C)CN2C)c1	-17	-1	-1	3	-2	6	-4	9	-1	0
CCC(C)c1ccccc1N1CC(C(=O)N2CCN(S(=O)(=O)c3ccc(F)cc3)CC2)CC1=O (stereo not given)	-11	-8	-7	-1	6	0	-4	0	5	7
O=[N+]([O-])c1cccc(Cl)c1N1CCOCC1	-3	3	-9	4	2	13	4	4	4	0
CN(c1ccccc1C(=O)Nc1ccc(S(=O)(=O)N2CCOCC2)cc1)S(C)(=O)=O	-4	4	9	-2	-4	-14	-2	5	3	0

Marked active in ADAM10 inh (from the list above):
SMILES	ADAM10 inh	PLC-beta3 inh	TDP2 absorb	ARFGAP1 inhibitor	DDE Tn7 FP inh	ASAP1 inh	ADAM17 inh	DDE Tn6 FP inh	PLCg1 inh	SIAE inh
O=C(Nc1cc(Cl)cc(Cl)c1)c1cccc(OC(F)F)c1	27*	-1	-2	2	6	0	12*	-8	0	-62

(list continues)
SMILES	ADAM10 inh	PLC-beta3 inh	TDP2 absorb	ARFGAP1 inhibitor	DDE Tn7 FP inh	ASAP1 inh	ADAM17 inh	DDE Tn6 FP inh	PLCg1 inh	SIAE inh
COc1ccc(C(=O)COC(=O)CNC(=O)c2ccccc2)cc1F	0	-15	0	3	0	2	-3	5	-7	-6
CCCCC(=O)N(C)c1c(CC)nc2c(OCc3cccc(Cl)c3)cccn12	-15	0	3	-3	5	3	-1	-5	-1	4
O=C1c2cccc(OCC(=O)N3N=C(c4cccs4)CC3c3ccc(F)cc3)c2CCN1Cc1ccccc1 (stereo not given)	-22	-22	9	-5	2	-9	-7	-2	-19	-6
COc1ccc(N(C(=O)c2cccnc2)S(=O)(=O)c2ccc3c(c2)n(C)c(=O)n3C)cc1	8	-1	-11	1	13	-9	-3	3	0	3

From PubChem
